RPL19A TOR yeast: modulators of TOR pathway RPL19A-GFP in S. cerevisiae; hit rate 0.3% among 330,000; percent response vs DMSO, % at 10 µM; S. cerevisiae RPL19A-GFP strain, flow cytometry, 3 h; stronger effect = lower value; AID 2025;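 active = percent response vs DMSO below 50%; inconclusive = fewer than 70 events counted for the yeast strain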;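 also: median channel GFP fluorescence of the barcoded RPL19A-GFP strain; ratio of sample median GFP to plate DMSO average so 100% = DMSO; lower means less RPL19A-GFP as with rapamycin TOR inhibition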
procasp7 counter: counter-screen: procaspase-7 (human) activation. P55210. recombinant procaspase-7, Ac-DEVD-pNA absorbance 405 nm; D23A/D198A/D206A triple mutant, cannot self-cleave; scale: DMSO 0, 5 µM enzyme 100. activation, % at 8.5 µM. hit rate 0.093% among 330,000. AID 463210;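 active = percent activation above the screen-wide mean plus 3 SD, cut at about 25% in these data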
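Test system: Procaspase-7 triple mutant (PC-7 D3A). Also added: Ac-DEVD-pNA substrate, 400 µM as added. Schedule: 1 h enzyme–compound preincubation and 2 h substrate reaction, both 25 °C. Signal: p-Nitroaniline absorbance at 405 nm, read at 0 and 120 min. Control set: low DMSO alone, high DMSO plus 5 µM PC-7.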
AHR activator: human AHR activation | P35869 | AHR-responsive luciferase reporter cells, luminescence | activation, % at 5 µM | hit rate 2.5% among 320,000 | AID 2796; in the data active = activation above about 47%;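 also: 0% = vehicle wells and 100% = reference agonist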
ZTA counter: blocks Epstein-Barr virus ZTA, an EBNA-1 counter-screen | hit rate 0.15% among 320,000 | AID 2234 | inhibition, % at 11 µM | ZTA-DNA binding, fluorescence polarization; in the data active = inhibition above about 33%
MEP2-GFP yeast: modulators of TOR pathway MEP2-GFP in S. cerevisiae. GFP response vs DMSO, % at 10 µM. hit rate 0.51% among 330,000. S. cerevisiae MEP2-GFP strain, flow cytometry GFP, 3 h; 100% = DMSO control level;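 active = GFP response versus DMSO above a set limit, roughly screen mean plus 3 SD, cut at about 180% in these data; inconclusive = fewer than 70 cells counted for a yeast strain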;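 also: median GFP fluorescence of the barcode-gated MEP2-GFP cells per well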
EBNA-1 inh: blocks EBNA-1 binding to DNA | inhibition, % at 14.8 µM | AID 1950 | EBNA-1 DNA binding, fluorescence polarization | hit rate 0.34% among 300,000; in the data active = inhibition above about 28%
proCasp3 act: activators of human procaspase-3. recombinant procaspase-3 D3A, Ac-DEVD-pNA absorbance 405 nm. activation, % at 8.5 µM. hit rate 0.11% among 330,000. AID 463141;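 active = activation above the mean of all tested compounds plus 3 SD, cut at about 21% in these data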;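 also: 0% = DMSO alone and 100% = DMSO wells spiked with extra 5 µM PC-3 D3A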
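Assay system – Procaspase-3 D3A mutant, all three cleavage aspartates alanine · Controls – DMSO-only low control, 5 µM PC-3 D3A high control · Schedule – 1 h compound preincubation, 2 h substrate hydrolysis at 25 °C · Signal – 405 nm absorbance of p-nitroaniline, reads at 0 and 120 min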
LAP4 TOR yeast: alters LAP4-GFP fluorescence in TOR pathway yeast screen; S. cerevisiae LAP4-GFP multiplex, flow cytometry GFP, 3 h; median GFP as percent of DMSO wells; GFP response vs DMSO, % at 10 µM; hit rate 0.34% among 320,000; AID 2023;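 active = GFP response vs DMSO above a set limit, about the screen mean plus 3 SD, cut at about 150% in these data; inconclusive = under 70 cell events counted for the yeast strain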
* = called active by the depositor; u = inconclusive; x = not tested or not shown; [ ] = remark or other dose.

SMILES	RPL19A TOR yeast	procasp7 counter	AHR activator	ZTA counter	MEP2-GFP yeast	EBNA-1 inh	proCasp3 act	LAP4 TOR yeast
O=C(Nc1cccc(-c2cccc(Cl)c2)c1)C1CCN(Cc2ccon2)CC1	99	15	17	7	91	5	3	94
O=C(COc1ccc(Br)cc1)N/N=C1/SCC(=O)N1Cc1ccccc1	104	1	9	0	108	4	6	97
CCn1c(COc2ccccc2C)nnc1SCC(=O)O	94	-3	0	3	107	-1	-9	99
CCN(CC)C(=O)CSc1nnc(C2CCCCC2)o1	89	7	5	-15	86	-1	3	85
CC(=O)N[C@H](Cc1c[nH]c2ccccc12)C(=O)O	94	-2	0	-15	100	2	6	103
Cc1ccc(/C=C/c2onc(C)c2S(=O)(=O)N2CCC(C(=O)N3CCCCC3)CC2)cc1	97	2	6	2	98	10	3	98
O=C(Nc1cc(S(=O)(=O)N2CCOCC2)ccc1N1CCCC1)c1ccc2c(c1)S(=O)(=O)c1ccccc1C2=O	95	-21	3	-1	98	6	-2	103
O=C(Nc1cc2c3c(c1)CC(=O)N3CCC2)c1ccc(Br)cc1	103	0	44	-20	102	-15	6	114
NC(=O)C1(c2ccccc2)CCOCC1	99	-3	1	-16	102	6	3	91
O=S(=O)(NCC(O)c1ccccc1)c1cc(Cl)sc1Cl (stereo unspecified)	100	9	0	18	101	14	2	96
CN1CCN(c2ccc(CNC(=O)c3cc4ccccc4o3)cc2)CC1	101	7	-1	9	96	2	11	107
CN(CC(=O)Nc1ccccc1C(F)(F)F)C(=O)CSc1nnc(-c2ccncc2)n1C	106	-7	2	x	107	x	-7	106
Cc1cc(C)cc(C(=O)NCCC(=O)NCc2cc(=O)n(C)c(=O)n2C)c1	100	3	-1	6	102	1	9	96
COc1ccc2c(c1)cc(C)c1nnc(SCC(=O)N(C)c3nc(-c4ccccc4)cs3)n12	104	5	-1	-7	104	-10	-2	94
C=CCn1c(N2C(=O)CC(Cc3ccccc3)C2=O)nc2ccccc21 (stereo unspecified)	101	10	1	0	108	6	3	102

Five entries picked at random from those above:
SMILES	RPL19A TOR yeast	procasp7 counter	AHR activator	ZTA counter	MEP2-GFP yeast	EBNA-1 inh	proCasp3 act	LAP4 TOR yeast
CC(=O)N[C@H](Cc1c[nH]c2ccccc12)C(=O)O	94	-2	0	-15	100	2	6	103
CCN(CC)C(=O)CSc1nnc(C2CCCCC2)o1	89	7	5	-15	86	-1	3	85
Cc1cc(C)cc(C(=O)NCCC(=O)NCc2cc(=O)n(C)c(=O)n2C)c1	100	3	-1	6	102	1	9	96
NC(=O)C1(c2ccccc2)CCOCC1	99	-3	1	-16	102	6	3	91
O=C(Nc1cc(S(=O)(=O)N2CCOCC2)ccc1N1CCCC1)c1ccc2c(c1)S(=O)(=O)c1ccccc1C2=O	95	-21	3	-1	98	6	-2	103

(further entries)
SMILES	RPL19A TOR yeast	procasp7 counter	AHR activator	ZTA counter	MEP2-GFP yeast	EBNA-1 inh	proCasp3 act	LAP4 TOR yeast
Cc1cc(C)cc(-c2nnc(SCC(=O)c3ccc4c(c3)OCCO4)o2)c1	102	0	-1	-1	104	6	0	102
CC(C)Cn1c2c(c(O)c(C(=O)Nc3nc4ccccc4s3)c1=O)CCCC2	99	-4	7	-4	106	1	-5	x
CC1=C(C(=O)N2CCOCC2)C(c2c(C)cc(C)cc2C)NC(=S)N1 (stereo unspecified)	106	-7	-2	13	108	14	-10	109
COc1ccccc1N1CCN(C(=O)CCc2nnc3ccc(N4CCOCC4)nn23)CC1	98	6	-1	-5	101	0	0	90
CN(c1ccccc1)c1nc(N)c(C#N)c(CC#N)c1C#N	99	2	3	-9	91	-12	-2	90
O=C(CC1NCCc2ccccc21)Nc1ccccc1Cl (stereo unspecified)	87	-4	0	3	97	-6	0	88
Cc1cccc(C)c1NC(=O)Cn1c(=O)n(CCCC(=O)NC2CCN(Cc3ccccc3)CC2)c(=O)c2ccccc21	105	-3	-1	12	108	-5	-1	108
O=C(/C=C/c1c(Cl)nc2ccccn12)N1CCCCC1	104	1	59*	-1	105	0	6	92
N#C/C(=C1/CCCN1)c1ccccn1	99	2	0	7	98	8	9	95
c1ccc(-c2nc(N3CCCCCC3)c3ccccc3n2)nc1	103	-1	9	-9	97	-3	-1	100
COCCN(C(=O)c1cc(-c2ccco2)nc2ccccc12)c1c(N)n(Cc2ccccc2)c(=O)[nH]c1=O	97	-43	1	x	94	x	-13	91
COc1ccccc1NS(=O)(=O)c1cccc(C(=O)N/N=C/c2ccc3c(c2)OCCO3)c1	101	-9	7	-7	99	-5	-6	94
CCOc1ccc(-n2cnnn2)cc1S(=O)(=O)Nc1c(C)cccc1C	91	3	1	15	87	13	5	89
CC(C)OCC1CC(CC(=O)Nc2ccc([N+](=O)[O-])cc2)C(=O)O1 (stereo unspecified)	103	-8	-1	12	121	0	-3	109
Cc1ccc(NC(=S)NCc2cccs2)c(C)c1	97	-4	3	0	95	7	1	97
CCN1CCN(C(=O)C2CCN(S(=O)(=O)c3cc(Cl)ccc3Cl)CC2)CC1	101	-3	0	-8	103	7	4	88
COc1ccc(NC(=O)CC2C(=O)N(C)C(=S)N2Cc2ccco2)cc1 (stereo unspecified)	103	1	1	-1	102	7	6	96
O=C(Cn1c(=O)c2c(ncn2C2CCCC2)n(Cc2ccccc2)c1=O)N1CCc2ccccc21	97	-11	-1	-5	100	17	2	102
CN(Cc1nc2ccccc2n1C)S(=O)(=O)c1ccc(F)cc1	108	-1	6	-11	104	-11	1	106
CN(NC(=O)c1ccco1)c1nc2ccccc2nc1C(F)(F)F	98	3	-1	16	96	2	2	112
COc1ccc(/C=C2\SC(N3CCc4ccccc4C3)=NC2=O)cc1OC	97	-9	11	-3	98	2	-7	111
N=C1C(c2nc(-c3cccc([N+](=O)[O-])c3)cs2)=C(O)CN1NC(=O)c1ccco1	108	-9	12	-10	104	1	-9	98
COC(=O)C1=C(C(=O)OC)[C@@H]2N(Cc3ccccc3)c3ccccc3[C@@]23C[C@@H](CO)N(C(=O)NC2CCCC2)C3=N1	90	-5	-2	4	88	6	9	111
CCCN(CCC)C(C(=O)Nc1cccc(OC)c1)c1ccccc1 (stereo unspecified)	99	5	5	-12	103	-6	3	93
Cc1cccc2cc3c(N)c(C#N)sc3nc12	95	-6	-7	3	98	2	-16	101
CC(C)CCNC(=O)C1c2ccccc2Oc2ccccc21	104	5	-4	-13	109	-1	12	93
CC(=O)c1sc(NC(=O)C(C)C)nc1C	92[may fluoresce violet]	-1	-1	-1	u	-2	-4	85[may fluoresce violet]
CCOc1ccc(C2C3=C(CCCC3=O)N(CC(=O)O)C3=C2C(=O)CCC3)cc1	84	-5	3	-9	77	-9	-8	69
CC(=O)NC(Cc1cccc(C)c1)C(=O)NC1CCN(C(=O)c2ccc([N+](=O)[O-])cc2)CC1 (stereo unspecified)	112	8	-2	4	106	-1	2	98
NC(=S)N/N=C/c1ccc2ccccc2c1	95	-18	2	-9	102	13	0	107
O=C(/C=C/c1ccc([N+](=O)[O-])cc1)N1CCN(c2ccccc2F)CC1	97	-4	4	8	99	-1	4	92
Cc1ccc2cc(CCNC(=O)CCCc3ccccc3)c(=O)[nH]c2c1C	104	-5	5	-11	114	4	2	109
C=CCn1cnc2scc(-c3ccccc3)c2c1=O	99	6	3	-16	99	-4	-4	103
COc1ccc(C(=O)/C=C2\NCC3c4ccccc4CCN3C2=O)cc1 (stereo unspecified)	99	-12	89*	3	100	1	3	108
CC1CC(C)CN(C(=O)Cn2c(SCC(=O)N3CCc4ccccc4C3)nc3ccccc32)C1 (stereo unspecified)	96	-4	6	-17	92	9	5	92
COc1ccc(CCC(=O)N2CCc3ccccc32)cc1	94	-1	-4	-13	96	-11	9	115
Cc1ccc(C(=O)Nc2ccc3c(c2)OCCO3)cc1S(=O)(=O)N1CCOCC1	98	4	13	x	110	x	4	110
COC(=O)c1ccc(Cl)c(NC(=O)NC2CCCCC2)c1	96	4	0	0	100	-3	3	99
COC(=O)[C@]1(C)N[C@H](CN(C)S(=O)(=O)c2ccc(OC(F)(F)F)cc2)[C@@H]2C(=O)N(Cc3ccccc3)C(=O)[C@@H]21	103	2	1	x	101	x	2	98
Cc1ccc(-c2nnc(N3CC(C)OC(C)C3)c3ccccc23)cc1 (stereo unspecified)	97	-1	0	15	95	-4	-1	109
Cc1noc(NS(=O)(=O)c2ccc(NC(=O)c3cnc4scc(C)n4c3=O)cc2)c1C	96	-5	3	-2	94	-2	2	107
Cc1cc(NC(=O)CCN2C(=O)/C(=C\c3ccccc3Cl)SC2=S)no1	100	2	-1	-10	110	-3	-3	106
O=C(CCc1nnc(CCCCc2ccccc2)o1)N1CCC(N2CCCC2)CC1	104	14	2	-5	107	1	0	93
CN(C)CCCNCC(=O)c1c(-c2ccccc2)n(C)c2ccccc12	88	3	5	-4	82	-22	-5	88
BrC(=C\c1ccccc1)/C=N/Nc1ccc2nncn2n1	95	-2	2	1	101	1	-6	105

Some of the entries so far, with values under each structure.
Every second line gives: RPL19A TOR yeast, procasp7 counter, AHR activator, ZTA counter, MEP2-GFP yeast, EBNA-1 inh, proCasp3 act, LAP4 TOR yeast
Cc1cc(NC(=O)CCN2C(=O)/C(=C\c3ccccc3Cl)SC2=S)no1
  100, 2, -1, -10, 110, -3, -3, 106
O=C(CCc1nnc(CCCCc2ccccc2)o1)N1CCC(N2CCCC2)CC1
  104, 14, 2, -5, 107, 1, 0, 93

2 entries from above, as a markdown table.
| compound | RPL19A TOR yeast | procasp7 counter | AHR activator | ZTA counter | MEP2-GFP yeast | EBNA-1 inh | proCasp3 act | LAP4 TOR yeast |
| --- | --- | --- | --- | --- | --- | --- | --- | --- |
| CCN(CC)C(=O)CSc1nnc(C2CCCCC2)o1 | 89 | 7 | 5 | -15 | 86 | -1 | 3 | 85 |
| CC(=O)N[C@H](Cc1c[nH]c2ccccc12)C(=O)O | 94 | -2 | 0 | -15 | 100 | 2 | 6 | 103 |

Bioassay records from PubChem BioAssay.
